Bioassay records: PubChem BioAssay, several laboratories
Mtb UGM inh: Mtb UDP-galactopyranose mutase inhibition; P9WIQ1; purified UGM, fluorescence polarization probe displacement; inhibition, % at 10 µM; actives 0.06% (n = 320,000); in the data active means inhibition above about 10%, passing the limit was not always enough; inconclusive means no clear call, values can overlap the other calls
Target sequence (P9WIQ1 whole entry, looked up): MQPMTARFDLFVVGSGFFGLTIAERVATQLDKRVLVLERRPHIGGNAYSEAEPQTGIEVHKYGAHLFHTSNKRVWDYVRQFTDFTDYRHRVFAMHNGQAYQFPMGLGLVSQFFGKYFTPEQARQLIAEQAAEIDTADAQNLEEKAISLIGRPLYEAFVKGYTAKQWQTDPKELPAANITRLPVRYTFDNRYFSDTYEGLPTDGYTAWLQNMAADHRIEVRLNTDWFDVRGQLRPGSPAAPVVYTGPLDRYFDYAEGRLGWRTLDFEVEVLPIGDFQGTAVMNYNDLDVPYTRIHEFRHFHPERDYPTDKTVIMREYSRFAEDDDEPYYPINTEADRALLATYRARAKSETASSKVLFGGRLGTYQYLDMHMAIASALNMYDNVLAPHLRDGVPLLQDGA
GDH-TPI counter: inhibits GDH-TPI coupling enzymes, artifact for Mtb FBA screen; inhibition, % at 4.8 µM; actives 1.2% (n = 360,000); GDH-TPI coupled enzyme counterscreen, NADH absorbance; in the data active means inhibition above about 30%;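 further: 0% = DMSO wells and 100% = wells lacking the enzyme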
PfHsp40 rescue: restores yeast growth despite PfHsp40 toxicity. growth rescue, % at 12.5 µM. actives 0.68% (n = 340,000). S. cerevisiae expressing PfHsp40, growth rescue, ATP luminescence; in the data active means growth rescue above about 28%, passing the limit was not always enough; inconclusive means no clear call, values can overlap the other calls;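 further: yeast W303a lacking pdr1 and pdr3 grown in galactose medium; growth measured after three days at 30 °C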
BioA inh: blocks M. tuberculosis BioA enzyme activity. AID 602481. purified M. tuberculosis BioA enzyme, plate reader. actives 0.096% (n = 360,000). inhibition, % at 9.99 µM; in the data active means inhibition above about 40%; inconclusive means no clear call, values can overlap the other calls
BoNT-A LC inh2: BoNT A light chain protease inhibition. multiplex microsphere protease substrate cleavage, flow cytometry. inhibition, % at 10 µM. actives 0.17% (n = 360,000). AID 588499; further: plate controls were buffer without enzyme for full effect and enzyme alone for no effect
Anthrax LF prot: blocks Bacillus anthracis lethal factor protease; P15917; multiplex microsphere protease cleavage assay, LF; inhibition, % at 10 µM; actives 0.12% (n = 360,000); further: plate controls were buffer without enzyme for full effect and enzyme alone for no effect
BoNT-F LC inh: BoNT F light chain protease inhibition; Multiplex microsphere protease cleavage assay, flow cytometry; inhibition, % at 10 µM; actives 0.22% (n = 360,000); AID 588497; in the data active means inhibition above about 35%, passing the limit was not always enough; inconclusive means no clear call, values can overlap the other calls; further: plate controls were buffer without enzyme for full effect and enzyme alone for no effect
FBA Mtb inh: inhibits M. tuberculosis FBA enzyme; P9WQA3; purified M. tuberculosis FBA, fluorescence read-out; inhibition, % at 1 µM; actives 2.3% (n = 360,000); AID 588726; in the data active means inhibition above about 27%;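 further: 0% = vehicle and 100% = reference inhibitor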
Target sequence (P9WQA3 whole entry, looked up): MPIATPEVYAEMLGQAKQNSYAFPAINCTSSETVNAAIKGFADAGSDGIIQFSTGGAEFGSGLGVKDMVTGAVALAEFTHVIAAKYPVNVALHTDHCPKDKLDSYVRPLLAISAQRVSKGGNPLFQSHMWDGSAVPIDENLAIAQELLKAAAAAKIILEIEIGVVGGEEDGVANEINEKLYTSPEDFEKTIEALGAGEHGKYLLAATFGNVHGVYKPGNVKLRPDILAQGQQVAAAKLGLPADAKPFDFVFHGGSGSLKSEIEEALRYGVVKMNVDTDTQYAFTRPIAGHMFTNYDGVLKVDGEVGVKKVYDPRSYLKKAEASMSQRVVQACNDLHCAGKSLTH
FadD28 binding: inhibitors of Mycobacterium tuberculosis FadD28 bisubstrate binding. FadD28 bisubstrate probe binding, fluorescence polarization. inhibition, % at 12.5 µM. actives 0.22% (n = 360,000). AID 588549; in the data active means inhibition above about 8.5%, passing the limit was not always enough; inconclusive means no clear call, values can overlap the other calls
An asterisk follows results filed as active; ? = inconclusive; . = not tested or not shown. Unless noted, no stated cut-off is given here; in the data, active means inhibition above about 30%; inconclusive means no clear call, values can overlap the other calls; inactive means below that. Not a hit list, and some 4.7% of all compounds hit somewhere here.

SMILES	Mtb UGM inh	GDH-TPI counter	PfHsp40 rescue	BioA inh	BoNT-A LC inh2	Anthrax LF prot	BoNT-F LC inh	FBA Mtb inh	FadD28 binding
Cc1oc2c(C)c3oc(=O)c4c(c3cc2c1C)CCCC4	-0.1	8	21	-3.2	0.1	1	6	1	0.5
COc1cccc(/C=C/C(=O)OCCN2C(=O)c3ccccc3C2=O)c1	2.0	-6	1.7	-2.2	-0.8	-7	21	1	-1.4
C=CCOc1cccc(NC(=O)c2ccccc2SC)c1	3.2	-5	1.1	.	0.1	0	3	-3	-1.5
CC(=O)c1cccc(NC(=O)CN(c2ccccc2F)S(C)(=O)=O)c1	-0.9	9	-0.2	0.2	0.6	0	2	3	-0.3
O=C1COc2ccc(C(=O)COc3ccc(Cl)cc3Br)cc2N1	2.5	-5	-0.2	0.6	-3.7	3	-12	-1	-8.6
CCC(C)n1c(O)c(/C=N/N2CCOCC2)c(=O)[nH]c1=S (stereo unspecified)	0.8	26	-0.7	-1.6	-1.1	-2	-11	-3	1.0
CC1=C(C#N)C(c2ccc(O)cc2)C2=C(CC(C)(C)CC2=O)N1 (stereo unspecified)	0.2	11	-1.8	.	0.3	-1	2	6	-4.4
CN(CC(=O)Nc1ccccc1Cl)C(=O)COC(=O)c1ccccc1[N+](=O)[O-]	0.0	-1	-0.7	1.0	1.3	-1	-4	-1	-2.2
CCCOCC1CC(CCc2nc(=S)[nH][nH]2)C(=O)O1 (stereo unspecified)	-0.1	6	-1.7	0.2	-1.1	-1	-7	-2	-3.7
Cc1cc(=O)n(C)c(=O)n1CCCCCN1CCCC1	1.0	-11	-1.6	-1.1	-0.2	-1	5	2	-2.7
CC(=O)c1cccc(CN2CCC(n3nccc3NC(=O)CCCc3ccccc3)CC2)c1	2.1	-4	-0.4	2.4	-0.2	-1	-1	3	-2.0
CCc1nnc(NC(=O)CCCSc2nc3ccccc3[nH]2)s1	1.7	-2	1.3	.	0.4	-1	-4	1	-1.9
COc1ccc(Cl)cc1Cn1c(C)c(C(=O)NCc2ccc(F)cc2)sc1=O	.	2	.	-0.8	-0.4	-2	-2	1	-10
CCc1ccc(CCC(=O)Nc2ncc(Cc3ccccc3Cl)s2)o1	-0.9	11	4.4	-1.6	-0.9	-1	-3	0	2.0
C#CCN1C=C(C(=O)OCC)C(C)N(Cc2ccccc2I)S1(=O)=O (stereo unspecified)	.	3	0.9	0.2	-0.5	-6	-6	-3	-3.8
COCCN(CC(=O)NCC1CCCO1)C(=O)CCC(=O)Nc1cc(C)on1 (stereo unspecified)	-3.0	9	1.4	-5.4	0.2	-2	17	-11	0.2
CCc1ccc(/C=N\NC(=O)c2ccc(Br)o2)s1	-1.7	47*	0.6	1.6	-0.6	-2	-4	-2	0.1
Cc1ccc2oc(-c3cccc(NC(=O)c4ccccn4)c3)nc2c1	0.9	6	-0.4	-0.9	-1.3	7	?	3	-1.2
O=C(c1ccccc1F)c1cn(CC(=O)N2CCOCC2)c2ccccc12	-2.6	7	-0.6	0.8	-0.6	2	-9	3	-2.3
CCOC(=O)C1CCN(C(=O)CCc2ccc(S(=O)(=O)NCC(C)C)cc2)CC1	-0.6	2	-0.7	0.3	4.7	25	?	1	-1.6

Random excerpt: 6 compounds from above, in no set order.
SMILES	Mtb UGM inh	GDH-TPI counter	PfHsp40 rescue	BioA inh	BoNT-A LC inh2	Anthrax LF prot	BoNT-F LC inh	FBA Mtb inh	FadD28 binding
COc1cccc(/C=C/C(=O)OCCN2C(=O)c3ccccc3C2=O)c1	2.0	-6	1.7	-2.2	-0.8	-7	21	1	-1.4
COc1ccc(Cl)cc1Cn1c(C)c(C(=O)NCc2ccc(F)cc2)sc1=O	.	2	.	-0.8	-0.4	-2	-2	1	-10
CC(=O)c1cccc(NC(=O)CN(c2ccccc2F)S(C)(=O)=O)c1	-0.9	9	-0.2	0.2	0.6	0	2	3	-0.3
C#CCN1C=C(C(=O)OCC)C(C)N(Cc2ccccc2I)S1(=O)=O (stereo unspecified)	.	3	0.9	0.2	-0.5	-6	-6	-3	-3.8
CC1=C(C#N)C(c2ccc(O)cc2)C2=C(CC(C)(C)CC2=O)N1 (stereo unspecified)	0.2	11	-1.8	.	0.3	-1	2	6	-4.4
Cc1ccc2oc(-c3cccc(NC(=O)c4ccccn4)c3)nc2c1	0.9	6	-0.4	-0.9	-1.3	7	?	3	-1.2

Carrying on:
SMILES	Mtb UGM inh	GDH-TPI counter	PfHsp40 rescue	BioA inh	BoNT-A LC inh2	Anthrax LF prot	BoNT-F LC inh	FBA Mtb inh	FadD28 binding
COc1ccc(C(=O)N(CC2CCCO2)C(C(=O)NCCC(C)C)c2ccc(C)cc2)cc1OC (stereo unspecified)	3.4	-1	1.8	-0.4	-0.4	0	1	1	-0.4
COc1ccc(NC(=O)C2C3C=CC(O3)C2C(=O)O)cc1 (stereo unspecified)	1.9	3	-0.9	-0.2	-2.0	2	-23	0	0.0
Brc1ccc(-c2c(-c3ccsc3)sc3ccccc23)cn1	2.0	16	1.0	-0.2	-0.1	3	1	1	-0.1
COc1ccc(C(O)c2nccn2Cc2ccccc2)cc1OC (stereo unspecified)	1.3	6	2.6	0.0	-0.3	1	8	-1	-4.4
CCC(NC(=O)c1ccccc1NC(=O)c1ccccc1)C(=O)NNC(=O)CSc1nc2ccccc2o1 (stereo unspecified)	2.4	-6	-0.4	.	-0.4	-2	-3	2	-4.9
O=C(CCNS(=O)(=O)c1ccccc1)NNC(=O)COc1ccc(Cl)cc1	.	2	-0.7	-1.9	-2.6	-3	-13	-1	-2.5
C=CCn1c(SCc2ccc(C#N)cc2)nnc1-c1cccc(OC)c1	0.2	9	-1.6	7.7	-0.1	-2	16	2	-2.2
Cc1cc(S(=O)(=O)NC2CCN(Cc3ccccc3)CC2)c(C)cc1Cl	0.7	-3	-0.1	.	?	-11	?	-2	-3.5
CC(C)(C)OC(=O)C[C@H]1C/C=C\C[C@@H](CC(=O)N[C@@H](CO)Cc2ccccc2)C(=O)NCCOC1=O	-6.1	6	0.3	-0.9	-0.5	-7	0	-1	-0.7
CN1C(=O)CC(c2ccccc2)C1=O (stereo unspecified)	1.1	9	0.1	-0.4	-0.5	-3	4	5	-1.6
CC(Sc1nc(-c2ccccc2)cc(C(F)(F)F)n1)C(=O)N1CCCC1 (stereo unspecified)	0.1	-5	1.2	0.6	-1.5	0	-15	0	1.1
COc1cc(C(=O)Oc2cccc(C(=S)N3CCOCC3)c2)cc(OC)c1OC	-1.4	4	-0.8	0.9	-0.5	3	3	-3	0.2
CCOC(=O)/C(C#N)=C/c1ccc(N2CCN(Cc3ccccc3)CC2)cc1	2.2	5	0.9	-3.5	14	7	3	0	-2.8
O=C(O)c1cccc(Nc2nc(-c3ccccc3)nc3ccccc23)c1	-1.3	14	1.5	0.1	-0.1	-1	?	10	-9.4
O=C(CSc1ccc2nnc(-c3ccncc3)n2n1)NCC1CCCO1 (stereo unspecified)	0.6	3	-0.9	2.0	0.4	-4	2	7	-0.4
Cc1cc(C)cc(NC(=O)COC(=O)[C@@H](NC(=O)c2ccco2)C(C)C)c1	1.0	1	-0.3	.	0.0	2	-5	4	-0.7
CN1CCN(c2ccc(NC(=O)c3ccc4c(c3)OCO4)cc2)CC1	-0.3	-4	1.4	.	0.5	-1	-21	2	-1.6
CCC(CC)NC(=O)COC(=O)c1ccc(OCc2ccc(C(C)=O)cc2OC)c(OC)c1	-0.5	-3	-0.8	-0.4	0.2	0	2	1	2.6
COc1ccccc1C(=O)NNC(=O)Cc1ccccc1	-0.9	-2	-0.8	-0.3	-2.8	-4	-20	0	-2.3
CSc1cc(C)n(-c2ccc(Cl)cc2)c(=S)c1C(C)=O	0.0	-3	-0.1	.	0.2	0	-4	8	-1.0
NC(=O)CC1C(=O)N(c2ccc(F)cc2)C(=O)N1NC(=O)CCc1ccccc1 (stereo unspecified)	-1.5	-1	-0.4	-1.8	1.8	1	-6	3	-4.3
CCOC(=O)c1sc(=S)n(C)c1NC(=O)c1ccc(C(C)(C)C)cc1	-0.4	41*	6.3	3.4	-1.4	0	?	0	-3.3
Clc1ccccc1-c1ncc2ccccn12	0.3	-1	-0.6	.	29	22	1	21	-4.2
Nc1ccc(S(=O)(=O)Nc2ccc(Cl)nn2)cc1	-0.4	19	-0.4	2.0	-0.8	2	-3	4	-0.5
COCC(C)n1c(C)cc(C(=O)CSc2nc(C)c(C)c(C)n2)c1C (stereo unspecified)	0.4	10	-0.2	.	0.6	-3	0	0	3.2
CNc1nnc(-c2cc3ccccc3oc2=O)s1	-1.6	3	-0.2	-1.6	-0.2	-2	-14	-2	-3.4
Cc1ccc(-c2ccc(=O)n(CC(=O)NCCN3C(C)CCCC3C)n2)cc1 (stereo unspecified)	-0.8	4	-0.4	-1.5	2.9	-9	-19	1	-0.4
CCOc1ccc(C(=O)Nc2cc(NC(=O)c3ccc(OCC)c(Cl)c3)cc(C(=O)O)c2)cc1Cl	.	4	2.0	.	-1.8	5	-4	-2	-2.0
O=C(NC1CCCC1)C(c1cccnc1)N(C(=O)c1ccco1)c1cccc(F)c1 (stereo unspecified)	0.4	-4	-1.6	.	-6.2	-10	-12	1	0.6
CCOc1cc(NC(=S)NCCCN2CCOCC2)c(OCC)cc1NC(=O)c1ccc(C)cc1	0.1	3	1.4	.	-0.1	-3	4	5	1.5
CSc1nc(-c2ccco2)nn1C(=O)c1ccccc1	0.9	1	0.3	.	-0.2	4	-2	5	-3.3
O=C(O)CSCNC(=O)CC12CC3CC(CC(C3)C1)C2	-3.1	10	-0.8	-0.3	-0.1	-5	4	-5	0.1
C=CCOc1ccc(C=Nc2ccc(Cl)cc2)c(O)c1	-0.3	-6	0.5	.	-0.6	3	-2	-4	-1.9
NS(=O)(=O)c1ccc(CCNC(=O)C2CCN(C(=O)Nc3ccccc3)CC2)cc1	1.2	15	-0.9	-0.3	-0.1	-2	5	8	-1.4
COc1ccccc1NC(=S)N/N=C/c1ccc(O)cc1	-2.2	33*	-0.2	.	-0.8	-3	-10	3	-0.6
C=C[C@@H]1C2=CCOC(=O)C2=CO[C@H]1O[C@@H]1O[C@H](CO)[C@@H](O)[C@H](O)[C@H]1O	-2.3	9	-0.4	-1.5	-0.2	0	-2	-1	-2.1
O=C(COc1ccc(Cl)cc1Cl)NC1CCSC1=O (stereo unspecified)	-0.8	5	0.9	0.3	-0.4	-2	-1	-1	-0.7
Cc1[nH]n(-c2ccc([N+](=O)[O-])cc2)c(=O)c1C=NCCN1CCN(C(=O)c2cccc(F)c2)CC1	-1.9	34*	-0.7	4.2	0.0	6	-5	-2	-0.9
O=C(CNC(=O)c1ccco1)OCC(=O)c1ccccc1	-0.4	3	-1.2	-1.9	3.7	-1	3	0	-0.5
COc1ccc(/C=C/C(=O)Nc2ccc(C(C)=O)cc2)cc1S(=O)(=O)N1CCOCC1	.	3	.	0.8	-0.6	-4	4	-1	-0.8
N#CC1=C(N)Oc2cc3ccccc3cc2C1c1cccs1 (stereo unspecified)	-1.4	6	0.8	-1.4	0.1	-4	16	-4	-1.3
Cc1ccc(NS(=O)(=O)c2c(C(=O)N3CCCCCC3)c(C)n(C)c2C)c(C)c1	1.0	-14	1.3	1.6	-0.1	0	-4	2	1.3
COc1cccc(NC(=O)c2ccc(S(=O)(=O)N3CCCC3)cc2)c1	-2.0	1	-0.3	4.7	2.5	2	-2	0	-2.1
Cc1ccccc1NC(=O)Cn1cnc2c(oc3nc4c(cc32)CCCC4)c1=O	3.3	2	-0.5	-1.2	-0.3	1	-3	4	0.5
Cc1nc(-c2ccccc2)sc1C(=O)CSc1ccc(Br)cc1	-0.3	11	-0.7	.	1.5	1	0	-1	-2.5
Cc1ccc(S(=O)(=O)Cc2ccc(C(=O)O)o2)cc1	-1.1	-7	-0.9	0.1	-0.7	-2	-4	-1	-0.7
COc1cc(C(=O)NCCN=C2NS(=O)(=O)c3ccccc32)cc(OC)c1OC	-0.3	7	1.7	-3.8	1.7	4	6	-1	0.3
CCc1ccc(C(C)NC(=O)/C(C#N)=C\c2cn[nH]c2-c2ccccc2)cc1 (stereo unspecified)	1.3	7	3.6	-1.5	0.5	-2	-3	-2	-2.1
